GCN5L2 inh: GCN5L2 (KAT2A) acetyltransferase inhibition; 0.21% of 390,000 active; Potency, µM (titrated, usually from 58.9 µM), for the others: at the highest dose activity change, negative = inhibition, most hits filed as inhibitors; Q92830; GCN5L2 HAT assay, ThioGlo1 CoA-SH fluorescence
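GCN5L2 (20 nM) in 50mM HEPES pH 7.5, 0.1mM EDTA, 0.01% Tween-20 preincubated 15 min with compounds at room temperature. Reaction started with H3(1-25) 75uM, acetyl-CoA 70uM, ThioGlo1 50uM; CoA-thiol fluorescence (Ex340/Em540) read at 0 and 20 min.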
FEN1 inh: human FEN1 inhibition. Recombinant FEN1 flap cleavage, fluorescence, 15 min. Potency, µM (top dose mostly 114 µM), inactives show at the highest dose activity change, negative = inhibition, actives largely listed as inhibitors. 0.35% of 390,000 active; note: nearly all actives have a fitted effect of over 65% in size
Target sequence (P39748 whole entry, looked up): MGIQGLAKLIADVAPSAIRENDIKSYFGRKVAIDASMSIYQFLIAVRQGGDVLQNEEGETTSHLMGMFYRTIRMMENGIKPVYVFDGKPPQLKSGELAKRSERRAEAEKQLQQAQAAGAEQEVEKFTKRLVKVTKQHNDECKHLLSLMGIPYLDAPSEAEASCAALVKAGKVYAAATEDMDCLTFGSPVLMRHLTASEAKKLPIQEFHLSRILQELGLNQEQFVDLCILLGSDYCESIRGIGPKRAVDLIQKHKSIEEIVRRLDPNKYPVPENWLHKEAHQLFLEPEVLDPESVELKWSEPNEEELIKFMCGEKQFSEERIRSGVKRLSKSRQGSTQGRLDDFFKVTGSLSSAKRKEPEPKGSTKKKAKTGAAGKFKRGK
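Concentration–response screening of FEN1 (10 nM): 15 min compound preincubation at room temperature, reaction started with 50 nM substrate and read at 0 and 15 min. Corrected, normalized data were fitted by a four-parameter Hill equation.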
N370S GC mod: inhibitors or activators of N370S glucocerebrosidase for Gaucher disease; N370S GC spleen homogenate, 4MU-glucoside fluorescence; Potency, µM (titrated, usually from 59.4 µM), without a hit: at the highest dose activity change, negative = inhibition, most hits filed as inhibitors; 0.092% of 330,000 active; AID 2101;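 note: 0% = full enzyme activity and -100% = no enzyme basal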
Starred values were filed as active, the others as inactive; ? = inconclusive; / = no result given; & = joins results of further samples; [ ] = dose if it differs, or a comment. Calls come from the whole dose curve; as a rule, active = well fitted curve in the direction sought with a large enough effect; inconclusive = small, poorly fitted or top-dose-only effect, or another doubt; inactive = no such curve, though single readings can be large; an effect the other way counts as inactive or inconclusive. Unless noted, % is set by controls: 0 for no effect and ±100 for the full control effect; potency is the fitted concentration of half-maximal effect. The list is partial; count on the stated rates, not on these rows.

# | SMILES | GCN5L2 inh | FEN1 inh | N370S GC mod
1 | O=C1NC[C@@H](Cc2cccc3ccccc23)N(CCC23CC4CC(CC(C4)C2)C3)C1=O | 0% | -16% | -1%
2 | COCCSc1nnc(NC(=O)C2CCCCC2)s1 | -2% | -2% | -5%
3 | CC(C)CNC(=O)c1cccc(NC(=O)Cc2ccc(Cl)cc2)c1 | 0% | 1% | 8%
4 | O=C(NC(=O)c1ccccc1)Nc1ccc(-n2nc(C(F)(F)F)cc2C(F)(F)F)cc1 | 19% | -4% | /
5 | Cc1cccc(CS(=O)(=O)Cc2ccc(C(=O)NCC3CCCO3)o2)c1 (stereo not given) | -1% | -6% | 6%
6 | CN(Cc1cccs1)c1ncnc2sccc12 | -21% | -14% | 24%
7 | O=C(NCCCn1ccnc1)Nc1ccc(Cl)cc1Cl | -10% | -8% | -2%
8 | CCCCC(CC)C(=O)Nc1cc(C(=O)NCc2ccc(C)cc2)ccc1N1CCC2(CC1)CC(c1ccccc1)=NO2 (stereo not given) | -6% | 12% | 2%
9 | Nc1ccc(Cc2ccc(N)c(C(=O)O)c2)cc1C(=O)O | -1%[0.501 µM] | 4% | 3%
10 | O=C(CSc1nnc(-c2ccccc2)n1-c1ccc(Cl)cc1)NNC(=S)Nc1ccccc1 | -1% | -4% | 5%

Some of these compounds in order of molar mass, largest number first:
# | SMILES | GCN5L2 inh | FEN1 inh | N370S GC mod
10 | O=C(CSc1nnc(-c2ccccc2)n1-c1ccc(Cl)cc1)NNC(=S)Nc1ccccc1 | -1% | -4% | 5%
5 | Cc1cccc(CS(=O)(=O)Cc2ccc(C(=O)NCC3CCCO3)o2)c1 (stereo not given) | -1% | -6% | 6%
7 | O=C(NCCCn1ccnc1)Nc1ccc(Cl)cc1Cl | -10% | -8% | -2%

Carrying on.
# | SMILES | GCN5L2 inh | FEN1 inh | N370S GC mod
11 | COc1ccc(NC(=O)c2cc(S(=O)(=O)NCC3COc4ccccc4O3)ccc2F)cc1 (stereo not given) | -7% | -19% | 2%
12 | O=S(=O)(c1ccc(-c2nnc(SCc3nnc(-c4ccccc4)o3)o2)cc1)N1CCCC1 | -3% | 9% | 1%
13 | CCN(CC)CCOc1ccccc1C(C)=O | -5% | 13% | 0%
14 | Cc1cccc(N2C(=O)/C(=C\c3ccc(OC(F)F)cc3)c3ccccc3C2=O)c1 | -27% | -4% | -1%
15 | CC(=O)c1ccc(S(=O)(=O)N2CCN(CCOc3ccccc3)CC2)cc1 | -5% | -10% | /
16 | Clc1ccc(CCNc2nc3cc(Cl)c(Cl)cc3n3cnnc23)cc1 | -5% | -4% | /
17 | CCOc1ccc(C(CC(=O)O)NC(=O)CCCOc2ccc(Cl)cc2C)cc1 (stereo not given) | -2% | -3% | -4%
18 | CCN(CC)c1ccc(C(=O)NC(=S)Nc2cc(S(=O)(=O)N3CCOCC3)ccc2-n2cncn2)cc1 | 0% | 11% | -1%
19 | O=C(Nc1ccc(N2CCCCC2)c(S(=O)(=O)Nc2ccccc2Cl)c1)c1cccnc1 | -12% | -23% | /
20 | O=C(C[n+]1ccc(/C=N/O)cc1)N1CCCCC1 | -1% | 0% | -8%
21 | COc1cc(/C=C2\SC(=S)N(CC(=O)Nc3ccc(O)cc3)C2=O)cc(OC)c1OC | 2% | 10% | ?
22 | Cc1ccc(-c2cc(NC(=O)COc3c(C)cc(C)cc3C)on2)cc1 | -6% | 23% | /
23 | COCCNC(=O)c1cc(C(=O)CC(C)C)c[nH]1 | 7% | 4% | 0%
24 | Brc1ccc(C2C3=C(Nc4ncnn42)c2ccccc2OC3c2ccncc2)cc1 (stereo not given) | 1% | -13% | 14µM*
25 | COc1cccc(Cc2nc3ccccc3nc2SCC(=O)NCCc2ccccc2)c1 | -4% | -12% | /
26 | COc1ccc(C(=O)Nn2c(SCC(=O)NCC3CCCO3)nc3ccccc3c2=O)cc1 (stereo not given) | -5% | -3% | 1%
27 | COc1ccc(NC(=O)C2CCCN(C(=O)Nc3ccc(OC)cc3)C2)cc1 (stereo not given) | -4% | 1% | -16%
28 | COc1ccc(CCC(=O)NNC(=O)Nc2ccc(OC)c(OC)c2)cc1 | -23% | 18% | 0%
29 | Cn1nc(-c2ccc(OCC(=O)NCC3CCCO3)cc2)c2ccccc2c1=O (stereo not given) | -1% | -6% | 0%
30 | CC[C@@]1(C(=O)OC)N[C@H](CN(C)C(=O)NC(C)C)[C@@H]2C(=O)N(Cc3ccccc3)C(=O)[C@@H]21 | -1% | 6% | /

Full records, looked up by structure.
Profile of Brc1ccc(C2C3=C(Nc4ncnn42)c2ccccc2OC3c2ccncc2)cc1 (stereo not given) : GCN5L2 inh: 1%; FEN1 inh: -13%; N370S GC mod: 14µM*
Profile of Cn1nc(-c2ccc(OCC(=O)NCC3CCCO3)cc2)c2ccccc2c1=O (stereo not given) : GCN5L2 inh: -1%; FEN1 inh: -6%; N370S GC mod: 0%

(listing goes on)
# | SMILES | GCN5L2 inh | FEN1 inh | N370S GC mod
31 | O=C(Nc1cccc(Cl)c1N1CCCC1)c1ccc(Br)o1 | -5% | -2% | 9%
32 | CC(Sc1nnc(COc2ccccc2)n1-c1ccccc1)C(=O)O (stereo not given) | -16% | -9% | -17%
33 | CC(C)NC(=O)CSc1nc(-c2ccccc2)cs1 | -7% | -6% | 9%
34 | CCC(C)c1ccc(NC(=O)COC(=O)CCNS(=O)(=O)c2cccs2)cc1 (stereo not given) | -10% | -9% | /
35 | CCOCC(=O)Nc1ccc2c(c1)N(S(=O)(=O)c1cccs1)CCC2 | -3% | 3% | -12%
36 | Cc1ccc2oc(=O)c3cc(C(=O)NCc4ccco4)sc3c2c1 | -1% | 18% | 8%
37 | CCCNC(=O)Cn1nc(C(F)(F)F)c2c1CCC2 | -9% | 19% | 4%
38 | CC(O)CN(CCC(N)=O)CCC(N)=O (stereo not given) | -3% | -1% | 4%
39 | O=C(CCCn1c(=O)c2cccn2c2cccnc21)NCc1ccc(F)cc1 | -3% | 0% | /
40 | CC(=O)Nc1ccc(C(=S)NCC2(N(C)C)CCCCC2)cc1 | 0% | 2% | 0%

Structures shown so far that contain a thiophene ring, fused or not (4):
# | SMILES | GCN5L2 inh | FEN1 inh | N370S GC mod
6 | CN(Cc1cccs1)c1ncnc2sccc12 | -21% | -14% | 24%
34 | CCC(C)c1ccc(NC(=O)COC(=O)CCNS(=O)(=O)c2cccs2)cc1 (stereo not given) | -10% | -9% | /
35 | CCOCC(=O)Nc1ccc2c(c1)N(S(=O)(=O)c1cccs1)CCC2 | -3% | 3% | -12%
36 | Cc1ccc2oc(=O)c3cc(C(=O)NCc4ccco4)sc3c2c1 | -1% | 18% | 8%

Following part.
# | SMILES | GCN5L2 inh | FEN1 inh | N370S GC mod
41 | CCN(Cc1ccccc1)C(=O)Cn1c(=O)n(-c2cccc(C)c2)c(=O)c2c1c1cc(OC)ccc1n2C | -17% | 4% | /
42 | CCC1COCCS(=O)(=O)N1Cc1ccccc1C (stereo not given) | -3% | -6%&-4% | -15%
43 | CCOc1cc(S(=O)(=O)Nc2ccc(CC)cc2)ccc1Cl | -6% | ? | 5%
44 | COc1ccc(OC)c(NC(=O)C2CCC(CNc3c(N4CCOCC4)c(=O)c3=O)CC2)c1 (stereo not given) | -3% | 3% | -5%
45 | CC(C)(C)S(=O)(=O)/C(C#N)=N/Nc1ccc(C#N)cc1 | -3% | 0% | -18%
46 | CCOc1ccc2nc(NC(=O)Nc3cccs3)sc2c1 | -2% | -7% | 12%
47 | Cc1ccccc1NC(=O)CCNC(=O)Cn1ccc2ccccc2c1=O | -12% | 5% | /
48 | COc1ccc(CCNC(=O)CSc2ccsc2[N+](=O)[O-])cc1OC | -5% | -12% | -6%
49 | CCCSc1ncc(Cl)c(C(=O)Nc2c(C(=O)Nc3ccc(OC)cc3)oc3ccccc23)n1 | -3% | 6% | /
50 | Cn1cccc1C(=O)NC(=O)CSc1cccc[n+]1[O-] | -8% | ? | 9%
51 | COc1ccc(-c2c(C#Cc3ccsc3)c3cc(-c4ccc5c(c4)OCO5)ccc3n2C)cc1 | -20% | 1% | /
52 | COc1cc(C)ccc1OCCOc1cc(C)ccc1Cl | ? | -3% | 13%
53 | O=C(COc1coc(CN2CCc3ccccc3C2)cc1=O)N1CCOCC1 | -2% | 6% | -3%
54 | CCn1nnnc1SCC(=O)Nc1ccc(N(C)C)cc1 | -3% | 13% | -3%
55 | CCN(CC)CCN(C(=O)CN1C(=O)CCC1=O)c1nc2cc3c(cc2s1)OCO3 | -4% | 9% | 24%
56 | COc1cc(C(=O)NNC(=O)Cc2cccs2)cc(OC)c1OC | 0% | -3% | /
57 | COc1ccc(NC(=O)CCS(=O)(=O)c2cc3c4c(c2)CCN4C(=O)CC3)cc1OC | 27% | 23% | /
58 | CC(=O)Oc1cccc(NC(=O)c2ccc3c(c2)C(=O)N(CC(C)C)C3=O)c1 | -9% | 10% | 1%
59 | O=C(CN1CCN(S(=O)(=O)c2ccccc2)CC1)Nc1ccc(Cl)c(Cl)c1 | -2% | -22% | 29%
60 | COc1ccccc1CNc1nc(-c2cccc(C#N)c2)nc2ccccc12 | -16% | / | -14%

Rewritten with values under each structure: entries from further up
Values run as follows: GCN5L2 inh	FEN1 inh	N370S GC mod
56) COc1cc(C(=O)NNC(=O)Cc2cccs2)cc(OC)c1OC
→ 0%	-3%	/
57) COc1ccc(NC(=O)CCS(=O)(=O)c2cc3c4c(c2)CCN4C(=O)CC3)cc1OC
→ 27%	23%	/

Further records follow.
# | SMILES | GCN5L2 inh | FEN1 inh | N370S GC mod
61 | O=C(Nc1nc2ccccc2[nH]1)c1ccc([N+](=O)[O-])cc1 | -7% | 8% | 1%
62 | COCc1cc(=O)[nH]c(SCC(=O)c2ccccc2)n1 | -1% | 0% | 9%
63 | NC(=O)Cn1c(=O)n(-c2ccc(F)c(Cl)c2)c(=O)c2sc3ccccc3c21 | -11% | 46%[activator] | /
64 | COc1ccccc1OCCNC(=O)CNC(=O)c1ccc(C(C)(C)C)cc1 | 0% | 12% | /
65 | O=C(OC(C(=O)NCc1ccco1)c1ccc(Cl)cc1)c1cccs1 (stereo not given) | -9% | -23% | 5%
66 | Cc1cccc(Nc2nc(-c3ccccc3)c3cc(C)ccc3n2)c1 | -3% | -5% | /
67 | CCOc1ccc(NC(=O)c2sc(-n3nc(C)c(Cc4ccc(Cl)cc4)c3C)nc2C)cc1 | -11% | 4% | /
68 | O=C(O)C1CCCCC1C(=O)NCc1ccc(Cl)c(Cl)c1 (stereo not given) | -2% | -2% | 1%
69 | Cn1c(N2CCCC2)nc2c1c(=O)n(Cc1ccc(Cl)cc1)c(=O)n2C | -6% | 0% | 22%
70 | COc1cccc(CC(=O)OCC(=O)NC2CCCCCC2)c1 | 0% | 5% | -2%
71 | CCOC(=O)c1cnc2c(cnn2C)c1Oc1ccc(OC)cc1 | -2% | -14% | 0%
72 | COc1ccccc1NC(=S)NCc1ccc2c(c1)cc(C)n2C | -1% | -19% | 2%
73 | COCC1CCN(C(=O)C2CCC(=O)N(C3CCCCCC3)C2)CC1 (stereo not given) | -1% | -1% | -31%
74 | CCn1cc(C(=O)N2CCN(c3cccc(Cl)c3)CC2)c(=O)c2cc(S(=O)(=O)N3CCOCC3)ccc21 | 2% | -9% | /
75 | CCOC(=O)C1CCCN(S(=O)(=O)c2c(C)noc2C)C1 (stereo not given) | 0% | 1% | -3%
76 | CCOc1ccc(S(=O)(=O)N2CCC(C(=O)N3CCN(Cc4ccccc4)CC3)CC2)cc1 | -21% | 52%[activator] | -11%
77 | CN1C2=CC=CC=CC2=[N+](C)C12C=CC(=[N+]([O-])[O-])C=C2[N+](=O)[O-] (stereo not given) | -5% | ? | -8%
78 | CCCN1CCCc2cc(CN(CCCN3CCOCC3)C(=O)Nc3ccc(Cl)c(Cl)c3)ccc21 | -1% | -4% | /

Assay outcomes (PubChem)
